Compound activity as filed in PubChem BioAssay.
H1N1 NS1A inhibition – H1N1 influenza NS1A inhibitors, functional cell based assay (AID 504329). one-dose inhibition, % at 12.5 µM; IC50 in µM for titrated hits. NS1A functional cell-based assay, percent inhibition; higher % means a stronger effect. 340,000 compounds, 0.3% hits; in the data active = a potency from the dose series; inconclusive = inhibition above about 27% without an active follow-up result; note: strong numbers were not always called active
M. tuberculosis – growth inhibition of non-replicating M. tuberculosis (AID 488890); inhibition, % at 25 µM, or IC50 in µM where a hit was titrated; Mycobacterium tuberculosis non-replicating, growth inhibition; higher % means a stronger effect; 320,000 compounds, 0.39% hits; in the data active = a potency from the dose series; inconclusive = inhibition mostly from about 82% at the one dose, without a potency; inactive = the rest, 99 in 100 with inhibition below about 76%;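 note: plate controls were DMSO cells for no effect and high antibiotic wells for full effect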
M. tuberculosis HTS – M. tuberculosis growth inhibition, HTS (AID 449762) | 330,000 compounds, 0.59% hits | inhibition, % at 25 µM, or IC50 in µM where a hit was titrated | M. tuberculosis H37Rv growth inhibition, 7H9 media; higher % means a stronger effect; in the data active = a potency from the dose series; inconclusive = inhibition above about 70% without an active follow-up result;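 note: bacterial growth assessed after seven days of incubation; strong numbers were not always called active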
Salmonella PhoP GFP – PhoP regulon inhibitors, Salmonella typhi PhoP promoter GFP reporter, confirmatory (AID 1850) | Salmonella Typhi PhoP-promoter GFP reporter, fluorescence, 4 h; higher % means a stronger effect | inhibition, % at 50 µM, or IC50 in µM where a hit was titrated | 310,000 compounds, 0.33% hits; in the data active = a potency from the dose series; inconclusive = inhibition mostly from about 25% at the one dose, without a potency; inactive = the rest, 99 in 100 with inhibition below about 19%;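 note: 0% = induced wells with vehicle and 100% = uninduced wells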
inhibitors of VEEV – inhibitors of VEEV TC-83 cytopathic effect, confirmation, Vero cells (AID 588727); Vero cells, VEEV TC-83 cytopathic effect inhibition; higher % means a stronger effect; inhibition, % at 20 µM, or IC50 in µM where a hit was titrated; 350,000 compounds, 0.13% hits; in the data active = a potency from the dose series; inconclusive = inhibition mostly from about 14% at the one dose, without a potency; inactive = the rest, 99 in 100 with inhibition below about 12%; note: strong numbers were not always called active
inhibitors of VEEV 10K pilot screen – recorded beside inhibitors of VEEV, whose call it bears; inhibition, %; measured here: 10K pilot screen inhibition
* marks the source's active call; other numbers are inactive results; i = inactive; ? = inconclusive; / = not tested or not shown; & = joins results of further samples. Compounds were not picked by outcome. About 1.5% of those tested had a hit in this group.

SMILES	H1N1 NS1A inhibition	M. tuberculosis	M. tuberculosis HTS	Salmonella PhoP GFP	inhibitors of VEEV	others
COC(=O)c1ccc(Oc2nc3c(c(=O)n(C)c(=O)n3C)n2CCC(C)C)cc1	8%	14%	-1%	3%	i
Cc1ccc(C(=O)N2CCN(C34CC5CC(CC(C5)C3)C4)CC2)o1	-5%	11%	-2%	-6%	0.9%
Cc1cc(C)c(NC(=O)CSc2nnnn2-c2cccnc2)c(C)c1	3%	-4%	-6%	6%	1.1%
O=C(CCN1C(=O)C2C3C=CC(C3)C2C1=O)Oc1ccc2ccccc2c1 (centres undefined)	8%	?	90%	-10%	i
O=C(C[C@@H]1C/C=C\CC[C@H](Cc2ccc(F)cc2)C(=O)OC[C@@H]2CCCN2C1=O)N[C@H](CO)Cc1ccccc1	5%	68%	-3%	/	11%
CC(NC(=O)c1cccs1)c1ccc(Br)cc1 (centres undefined)	-1%	75%	3%	0%	3.3%
CC1=CCC2C(=O)N(c3ccc(C)cc3)C(=O)C2C1 (centres undefined)	1%	-9%	-2%	9%	i
O=C(Nc1nc(-c2ccc(Cl)cc2)cs1)C1=COCCO1	-1%	13%	59%	-2%	7.5%
O=C(CCC(=O)N1CCSc2ccccc21)NCc1ccccc1	-5%	-33%	-3%	-1%	0.4%
COc1ccc(CNC(=O)C(c2ccncc2)N(C(=O)Cc2cccs2)c2cccnc2)cc1 (centres undefined)	-3%	10%	3%	12%	i

Next section, overlapping the part above by 5 compounds.
SMILES	H1N1 NS1A inhibition	M. tuberculosis	M. tuberculosis HTS	Salmonella PhoP GFP	inhibitors of VEEV	others
CC(NC(=O)c1cccs1)c1ccc(Br)cc1 (centres undefined)	-1%	75%	3%	0%	3.3%
CC1=CCC2C(=O)N(c3ccc(C)cc3)C(=O)C2C1 (centres undefined)	1%	-9%	-2%	9%	i
O=C(Nc1nc(-c2ccc(Cl)cc2)cs1)C1=COCCO1	-1%	13%	59%	-2%	7.5%
O=C(CCC(=O)N1CCSc2ccccc21)NCc1ccccc1	-5%	-33%	-3%	-1%	0.4%
COc1ccc(CNC(=O)C(c2ccncc2)N(C(=O)Cc2cccs2)c2cccnc2)cc1 (centres undefined)	-3%	10%	3%	12%	i
CC(C)c1nn2c(=O)cc(COc3cccc(NC(=O)c4ccco4)c3)nc2s1	-13%	4%	2%	-6%	0.2%
COc1ccc(OC)c(C2C(C(=O)c3cccs3)=C(O)C(=O)N2CCN(C)C)c1 (centres undefined)	1%	0%	-6%	1%	0.3%	inhibitors of VEEV 10K pilot screen=1.7
CCOC(=O)C1=C(C)N(CCCCCC(=O)O)C(=O)NC1c1ccc(Br)cc1 (centres undefined)	8%	-29%	-2%	-2%	0.3%
CCOc1ccccc1N(CC(=O)Nc1cccc2ccccc12)S(C)(=O)=O	-4%	-7%	-1%	4%	1.1%
CCCCn1nc2cc(C(=O)NCc3ccccc3OC)ccc2c1OCC	0%	6%	0%	-1%	0.7%
Cc1nn(-c2ccccc2)c2c1C1(C(=O)N3c4c(cccc41)C(C)CC3(C)C)C(C#N)=C(N)O2 (centres undefined)	16%	?	6%	10%	i
CC(=O)c1cccc(OCc2cc(C(=O)NC3CCN(Cc4ccccc4)CC3)no2)c1	11%	7%	7%	-6%	0.3%
COc1ccc(S(=O)(=O)N2CCOCC2)cc1NC(=O)CN1C(=O)NC2(CCCC2)C1=O	-6%	3%	-7%	/	4.0%
CC(C)COc1cccc(C(=O)Nc2ccc(S(=O)(=O)N3CCOCC3)cc2)c1	-4%	18%	-3%	-7%	0.7%
Cc1ccccc1Nc1nc(-c2cccnc2)nc2ccccc12	-4%	/	0%	4%	7.0%
CCOC(=O)c1c(C)[nH]c(C)c1C(=O)COC(=O)c1cccnc1SC	2%	36%	8%	/	10.0%
COc1ccc(-c2nnn(CC(=O)NCc3cccs3)n2)cc1OC	-5%	-20%	3%	-1%	3.0%
CCCOc1ccc([C@@H]2C3CN(C(=O)OCC)CC=C3C(C#N)=C(N)C2(C#N)C#N)cc1OC (some centres undefined)	-3%	14%	5%	-6%&6%	2.6%
CCOC1OC2C(CO)OC(n3cnc4c(N)ncnc43)C2O1 (centres undefined)	-2%	/	-4%	-19%	0.7%
NC(=O)CS(=O)(=O)c1ccc(Cl)cc1	-2%	-14%	-5%	1%	1.1%
COc1ccc(N2CCN(S(=O)(=O)CCNC(=O)C34CC5CC(CC(C5)C3)C4)CC2)cc1	0%	22%	-4%	0%	5.9%
COc1ccc(NC(=O)CN(C)C(=O)c2cn(-c3ccccc3)nc2-c2cccs2)cc1	-2%	28%	-6%	-8%	8.1%
Cc1ccc(SCc2nc(-c3ccccc3)no2)cc1	-5%	76%	2%	3%	3.4%
COc1ccc2[nH]c3c(c2c1)CCN1C(=O)C(CC(=O)NCCCN(C)C)C[C@H](C(=O)N2CCCCC2)[C@@]31CCc1ccccc1 (some centres undefined)	1%	/	/	/	i
CCc1ccccc1N(CC(=O)NC(C)(C)C)C(=O)CCC(=O)Nc1ccccn1	-14%	-2%	-4%	2%	i

Four structures out of the list, ordered by formula weight, rising.
SMILES	H1N1 NS1A inhibition	M. tuberculosis	M. tuberculosis HTS	Salmonella PhoP GFP	inhibitors of VEEV	others
CC1=CCC2C(=O)N(c3ccc(C)cc3)C(=O)C2C1 (centres undefined)	1%	-9%	-2%	9%	i
CCOC1OC2C(CO)OC(n3cnc4c(N)ncnc43)C2O1 (centres undefined)	-2%	/	-4%	-19%	0.7%
COc1ccc(-c2nnn(CC(=O)NCc3cccs3)n2)cc1OC	-5%	-20%	3%	-1%	3.0%
CCCCn1nc2cc(C(=O)NCc3ccccc3OC)ccc2c1OCC	0%	6%	0%	-1%	0.7%

Other records follow:
SMILES	H1N1 NS1A inhibition	M. tuberculosis	M. tuberculosis HTS	Salmonella PhoP GFP	inhibitors of VEEV	others
COCCNC(=O)c1ccc2ccccc2n1	0%	-14%	-9%	-2%	3.0%
Cc1ccc(-c2nc3ccccc3o2)cc1NC(=S)NC(=O)c1cccs1	1%	16%	2%	0%	0.3%	inhibitors of VEEV 10K pilot screen=0.1
CN1CCN(c2ccc(S(=O)(=O)N3CCCCC3)cc2NC(=O)/C=C/c2ccc(Cl)c([N+](=O)[O-])c2)CC1	11%	58%	30µM*	5%	7.8%
Cc1cnc(C(=O)OCC(=O)c2ccc(F)c(F)c2)cn1	-9%	-5%	5%	3%	0.9%
O=C(Nc1cccnc1)c1cc(-c2cc(Cl)ccc2O)n[nH]1	13%	-1%	6%	11%	7.2%
COc1ccc2nc(SCc3ccccc3)nc(C)c2c1	-12%	4%	-9%	5%	1.1%
Cc1cc(C)n(-c2ccc(C(=O)Nc3ccc(C)c(S(=O)(=O)N4CCOCC4)c3)cc2)n1	2%	14%	-4%	-3%	11%
COc1ccc(Nc2cc(C(=O)NCCCN3CCOCC3)c3ccccc3n2)c(OC)c1	4%	3%	6%	6%	7.8%
CCOc1ccc(C(=S)N2CCCC2)cc1	-3%	7%	-6%	3%	3.1%
CC(C)c1ccc(C(=O)NNC(=O)C2CC=CCC2C(=O)O)cc1 (centres undefined)	-8%	-11%	1%	-2%	0.1%
CC(Oc1ccccc1)c1ccnc2nc(/N=C/N(C)C)nn12 (centres undefined)	15%	8%	5%	9%	0.4%
CCC(=O)N1CCc2cc(S(=O)(=O)CCC(=O)NC(C)CC)ccc21 (centres undefined)	4%	7%	3%	-2%	0.3%
O=C(COC(=O)CCSc1ccc(F)cc1)NCc1ccc(F)cc1	-10%	78%	-1%	/	i
CC(C)NC(=O)Nc1cccc2c1O[C@H](CN(C)S(=O)(=O)c1ccccc1)[C@@H](C)CN([C@H](C)CO)C2=O	4%	-3%	-2%	/	0.3%
CCc1cc2c(NC(Cc3ccccc3)C(=O)O)ncnc2s1 (centres undefined)	-2%	-4%	0%	-1%	i
c1cc2nncn2nc1N1CCCC1	-2%	-9%	7%	1%	1.5%
CCN(CC)C(=O)CSc1nc2c(sc(=S)n2-c2ccccc2)c(=O)n1Cc1ccco1	5%	54%	-12%	-3%	2.1%
CC(C)(C)OC(=O)C[C@@H]1C/C=C\C[C@H](CC(=O)NCCO)C(=O)NC[C@H](c2ccccc2)OC1=O	-4%	7%	4%	/	0.7%
CCCCCCC(=O)N/N=C1\CCCc2ccccc21	0%	27%	0%	-9%	0.7%
NC(=O)c1ccc(OCc2ccccc2)nc1	5%	/	/	/	2.8%
CCOc1ccc(C2C(C(=O)c3ccc(C)o3)=C(O)C(=O)N2CCCN(CC)CC)cc1 (centres undefined)	-1%	5%	-10%	10%	i
CCCc1nnc(NC(=O)COc2ccc3c(c2)OCO3)s1	13%	43%	-6%	-8%	i
COc1ccc(CC(NC(C)=O)C(=O)NC2CCN(S(=O)(=O)c3ccccc3)CC2)cc1OC (centres undefined)	22%	-4%	-11%	-5%	4.8%
NS(=O)(=O)c1cccc(NC(=O)CN2C(=O)C(=O)N(Cc3ccccc3)C2=O)c1	2%	-9%	-1%	/	23%
Cc1ccc(C)c(S(=O)(=O)N2CCN(c3ncccn3)CC2)c1	-4%	-8%	-6%	9%	2.2%
O=C(Nc1nnc(-c2ccccc2)o1)c1cc(Cl)sc1Cl	-9%	10%	65%	-1%	10%
CCOc1ccccc1/C=C(\C#N)C(=O)Nc1cccc(C(=O)O)c1	-7%	-4%	-10%	1%	0.9%
COc1cccc(CNC(=O)CN2C(=O)CCSc3ccc(S(=O)(=O)N4CCCC4)cc32)c1	-9%	9%	-4%	-10%	1.3%
N#C/C(C(=O)NCc1ccccc1)=C1/N=C(NC(=O)c2cccs2)c2ccccc21	0%	31%	7%	-10%	8.9%
CCOC(=O)N1CCN(C(=O)c2ccc(Cn3c(=S)[nH]c4cc(C(=O)OC)ccc4c3=O)cc2)CC1	7%	-2%	4%	6%	i
O=C(N/N=C/C=C/c1ccco1)c1cccs1	5%	?	58%	-4%	0.5%
CCCNc1c(N)c(=O)oc2ccccc12	-20%	72%	0%	0%	i
Cc1cc(O)c2/c(=N\N)c(-c3csc(C)n3)coc2c1	6%	-2%	-4%	-5%	i
